Screening data (PubChem BioAssay)
mIAP activ = increases mouse intestinal alkaline phosphatase activity; 330,000 compounds, 0.24% hits; AID 2805; activation factor at 10 µM; muIAP, CDP-Star luminescence, 30 min; stronger effect = higher value; 1 = vehicle-only enzyme signal, 0 = enzyme-free wells;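 active = activation factor of at least 2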; also: the source names both 10 and 20 µM as test concentration; values of inactives mirror those of a sister screen read the other way
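also added = chemiluminescent substrate CDP-Star | test system = mouse IAP enzyme | signal = chemiluminescence readout | compound = DMSO-dissolved test compounds | incubation = 30 min at room temperature | benchmarks = DMSO wells, no-enzyme wells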
A3G deaminase = APOBEC3G (human) deaminase inhibition | Q9HC16 | recombinant A3G, ssDNA deamination FAM/TAMRA fluorescence | inhibition, % at 20 µM | 330,000 compounds, 0.28% hits | AID 493012;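 active = inhibition of at least 40% at 20 µM, with no more than 30% in the related APOBEC3A deaminase screen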;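 also: plate controls were DMSO wells with A3G for no effect and wells lacking A3G enzyme for full effect; some compounds called inactive have numbers as strong as hits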
Target sequence (Q9HC16 whole entry, looked up): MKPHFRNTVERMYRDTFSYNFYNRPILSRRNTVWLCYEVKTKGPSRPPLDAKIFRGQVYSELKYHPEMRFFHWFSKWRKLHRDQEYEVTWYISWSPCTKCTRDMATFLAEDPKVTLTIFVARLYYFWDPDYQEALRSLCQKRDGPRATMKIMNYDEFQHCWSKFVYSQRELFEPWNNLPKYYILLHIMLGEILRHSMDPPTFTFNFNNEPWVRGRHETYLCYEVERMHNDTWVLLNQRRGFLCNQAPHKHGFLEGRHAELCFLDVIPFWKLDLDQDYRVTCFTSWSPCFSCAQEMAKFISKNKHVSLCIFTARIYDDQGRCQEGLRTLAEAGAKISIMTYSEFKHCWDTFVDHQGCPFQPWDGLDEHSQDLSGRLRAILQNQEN
MPTP block = blocks calcium-induced mitochondrial swelling. isolated mouse mitochondria, Ca2+ swelling absorbance, 30 min. inhibition, % at 10 µM. 360,000 compounds, 1.4% hits;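 active = inhibition of 50% or more, scaled per plate between neutral and stimulator controls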;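 also: 0% = DMSO wells given calcium and 100% = 1 mM EGTA wells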
ATG4B inhibitor = ATG4B (human) cysteine protease inhibition; AID 504462; inhibition, % at 8.33 µM; Q9Y4P1; 340,000 compounds, 0.51% hits; ATG4B cleavage of LC3-PLA2, NBD-HPC fluorescence, 1 h; in the data active = inhibition above about 40%
APOBEC3A inh = human APOBEC3A DNA deaminase inhibition. recombinant A3A, FAM/TAMRA ssDNA deamination fluorescence. inhibition, % at 20 µM. 330,000 compounds, 0.41% hits. AID 493011;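 active = at least 40% inhibition at 20 µM here, with at most 30% in a related deaminase screen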;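 also: plate controls were A3A with DMSO for no effect and wells lacking A3A enzyme for full effect; some results filed as inactive read as strong as hits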
Target sequence (P31941 whole entry, looked up): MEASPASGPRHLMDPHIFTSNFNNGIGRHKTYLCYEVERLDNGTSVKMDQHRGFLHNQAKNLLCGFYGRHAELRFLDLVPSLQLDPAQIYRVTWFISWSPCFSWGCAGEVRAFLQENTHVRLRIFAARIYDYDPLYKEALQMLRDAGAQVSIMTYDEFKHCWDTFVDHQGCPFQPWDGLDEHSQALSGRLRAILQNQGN
hIAP block = blocks human intestinal alkaline phosphatase. P09923. purified IAP, CDP-Star luminescence, 30 min. inhibition, % at 10 µM. 330,000 compounds, 0.12% hits. AID 2544;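 active = inhibition reaching a set limit with compound at 10 µM in the primary screen, cut at about 35% in these data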;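 also: plate controls were DMSO wells with enzyme for no effect and no-enzyme buffer wells for full effect; values of inactives mirror those of a sister screen read the other way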
mIAP inh = mouse IAP inhibition. AID 2806. 330,000 compounds, 0.2% hits. inhibition, % at 10 µM. purified mouse IAP, CDP-Star luminescence, 30 min;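 active = inhibition of at least 40% at 10 µM in the primary screen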;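 also: plate controls were DMSO with enzyme for no effect and no enzyme wells for full effect; values of inactives mirror those of a sister screen read the other way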
MIN6 prolif = inducers of beta-cell replication in MIN6 cells; AID 2380; proliferation, % at 10 µM; MIN6 cells proliferation, ATPlite luminescence, 48 h; cells starved in 0.2% serum; 100% = growth in 10% serum; 330,000 compounds, 0.29% hits;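 active = compounds whose signal lies at least 3.5 SD above the mean of all wells on their plate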;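 also: 0% = DMSO-treated cells in low-serum medium and 100% = 10% serum control; some compounds called inactive have numbers as strong as hits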
hIAP act = increases human intestinal alkaline phosphatase activity | 330,000 compounds, 0.16% hits | P09923 | activation factor at 10 µM | purified human IAP, CDP-Star luminescence, 30 min; stronger effect = higher value; 1 = vehicle-only enzyme, 0 = enzyme-free background;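 active = activation factor of the enzyme at least 2-fold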; also: the source names both 10 and 20 µM as test concentration; values of inactives mirror those of a sister screen read the other way
* hit, by the source's call.

SMILES | mIAP activ | A3G deaminase | MPTP block | ATG4B inhibitor | APOBEC3A inh | hIAP block | mIAP inh | MIN6 prolif | hIAP act
COCCn1c(Cc2ccccc2)nnc1SCC(=O)Nc1ccccc1 | 0.97 | -8 | -2.4 | 7 | -2 | -24 | 3 | -2 | 1.2
NC(=S)N=Nc1c(O)n(Cc2ccccc2)c2ccccc12 | 0.72 | -4 | 1.5 | 2 | -3 | 9 | 28 | 1 | 0.91
CC(=O)Nc1ccc(SCC(=O)NC(=O)c2ccccc2Br)cc1 | 1 | -7 | -0.2 | -5 | -3 | -12 | -2 | 1 | 1.1
COc1ccc(C(C#N)CCC2OCCO2)cc1OC (centres undefined) | 1 | -3 | -0.7 | 8 | -2 | -4 | 0 | -4 | 1
O=C(CCCn1c(=O)c2sccc2n(CC(=O)NCC2CCCO2)c1=O)NCc1ccco1 (centres undefined) | 0.98 | 1 | 1.0 | 30 | 8 | -4 | 2 | -1 | 1
N#Cc1cc(C#N)c(SCC(=O)N2CC(=O)Nc3ccccc32)nc1N | 1 | 2 | 0.6 | 5 | -3 | 16 | -1 | -1 | 0.84
C[C@H](CO)N1C[C@H](C)[C@@H](CN(C)S(=O)(=O)c2cccs2)Oc2c(NC(=O)Cc3ccccc3)cccc2C1=O | 1 | -8 | 1.2 | -6 | -3 | 0 | -5 | -5 | 1
O=C(Nc1nc2ccc(F)cc2s1)c1cccc(S(=O)(=O)N2CCc3ccccc32)c1 | 0.78 | -1 | 7.4 | 13 | 2 | -16 | 22 | 0 | 1.2
COc1ccc(N2CCN(C(=O)CSc3ncnc4c3cnn4-c3ccccc3C)CC2)cc1 | 0.98 | 2 | -4.4 | 4 | -5 | -15 | 2 | -2 | 1.2
Cc1ccccc1NC(=O)Nc1ccccn1 | 0.96 | -2 | -1.2 | 1 | 0 | -21 | 4 | -3 | 1.2
Cc1ccc(-c2nnn(CC(=O)N(c3ccccc3F)C(C(=O)NC3CCCC3)c3ccncc3)n2)o1 (centres undefined) | 1 | -5 | -1.4 | -8 | 0 | -3 | -5 | -1 | 1
CCCCc1cc(=O)oc2cc(C)cc(OCC(=O)NCCN3CCOCC3)c12 | 1.1 | -1 | 0.4 | -2 | -1 | -8 | -5 | 5 | 1.1
O=C(OCCOc1ccc(Br)cc1)c1ccc(Cl)c(S(=O)(=O)N2CCOCC2)c1 | 0.94 | -6 | -1.2 | -6 | 0 | 4 | 6 | -4 | 0.96
COc1ccc([N+](=O)[O-])cc1NC(=O)CCS(=O)(=O)c1ccc(Br)cc1 | 1 | 27 | 1.7 | -5 | 20 | 4 | 0 | 1 | 0.96
O=C(OCC(=O)N1CCN(C(=O)c2ccco2)CC1)c1ccccc1Cc1ccccc1 | 0.99 | -3 | 3.0 | -2 | -3 | -4 | 1 | -1 | 1
NNC(=O)c1cc2ccccc2cc1O | 0.78 | 18 | 0.2 | -4 | -4 | 13 | 22 | 0 | 0.87
CCOc1ccc(OCC(=O)Nc2ccc(N3CCCCC3)cc2)cc1 | 1.1 | -10 | 0.8 | -5 | -4 | 7 | -8 | 6 | 0.93
COc1ccc(Cl)cc1NC(=S)N(CCCN1CCOCC1)Cc1cn(C)c2ccccc12 | 0.92 | 8 | 0.4 | -17 | -1 | 3 | 8 | -4 | 0.97
O=C(NNS(=O)(=O)c1ccccc1[N+](=O)[O-])c1cccnc1 | 0.94 | -4 | -0.9 | -1 | -2 | -2 | 6 | 1 | 1
COc1ccc(-c2cc(C(=O)N3CC(C)CC(C)C3)c3ccccc3n2)cc1OC (centres undefined) | 0.96 | -6 | -1.3 | 9 | 2 | -7 | 4 | 0 | 1.1
COc1ccc2c(CC(=O)OCC(=O)N3CCc4ccccc43)coc2c1 | 0.98 | -5 | 1.1 | -9 | -4 | -8 | 2 | 2 | 1.1
CCCCNC(=O)N1CCN(C(=O)c2ccco2)CC1 | 0.88 | 1 | -0.4 | -7 | 1 | -22 | 12 | -3 | 1.2
O=C(CNc1ccc2ccccc2c1)N/N=C/c1ccc([N+](=O)[O-])o1 | 0.77 | 7 | 3.9 | -9 | 0 | -14 | 24 | -6 | 1.1
COc1ccc(N2CCN(c3oc(-c4ccco4)nc3C#N)CC2)cc1 | 0.91 | -8 | 0.6 | -8 | -3 | 4 | 9 | 2 | 0.96
CC12CCC(C/C1=N\N=C1\NC(=O)/C(=C\c3cccc(Br)c3)S1)C2(C)C (centres undefined) | 0.91 | 3 | 28 | 24 | 3 | -4 | 9 | 0 | 1
CCC[C@H]1CCCC/C=C\CCCC(=O)OCCN1C(=O)OC(C)(C)C | 1 | -12 | 0.4 | -8 | -1 | -15 | -2 | -6 | 1.1
S=C1NC[C@H](CC2CCCCC2)N1CCc1cccc2ccccc12 | 1.1 | -12 | 2.3 | -12 | -5 | -12 | -9 | -9 | 1.1
COc1ccccc1NC(=O)C(CCS(C)(=O)=O)N1C(=O)c2ccccc2C1=O (centres undefined) | 1.1 | 3 | -1.3 | -3 | 6 | -4 | -8 | 2 | 1
Cc1[nH]n(-c2ccccc2)c(=O)c1N=Nc1ccc(C#N)cc1 | 0.79 | -3 | 1.9 | -8 | -4 | 18 | 21 | -2 | 0.82
O=C(N/N=C/c1ccc(OC(=O)c2cccc(Br)c2)cc1)c1cccnc1 | 0.89 | -8 | -2.2 | -6 | -1 | 7 | 11 | -4 | 0.93
COc1ccccc1NS(=O)(=O)c1cc(N2Cc3ccccc3C2=N)ccc1N1CCOCC1 | 1.1 | 13 | -1.9 | -11 | 3 | -11 | -5 | -4 | 1.1
Cc1ccc(C(=O)NC(C)C2CC3CCC2C3)c(C)c1 (centres undefined) | 1 | -5 | 2.3 | -5 | -2 | -3 | -2 | 0 | 1
CC1(C)Oc2ccc(C(=O)NNC(=O)Nc3ccccc3)cc2NC1=O | 0.93 | -10 | 0.3 | 9 | -3 | -8 | 7 | -3 | 1.1
CSc1nnc(C)c(/C=C/Nc2ccc(F)cc2F)n1 | 0.9 | -5 | -1.1 | -14 | -3 | 21 | 10 | 0 | 0.79
CCOc1ccc(C(=O)NC(=S)Nc2cccc(S(=O)(=O)NC3=NCCC3)c2)cc1 | 0.9 | -10 | -1.9 | -14 | 1 | 6 | 10 | -2 | 0.94
CC(C)(C)c1[nH]nc2c1C(c1cccnc1)C(C#N)=C(N)O2 (centres undefined) | 1 | -3 | 0.6 | 5 | -4 | 0 | -2 | -2 | 1
COc1ccc(OC)c(-c2csc(NC(=O)Cc3cc(OC)c(OC)c(OC)c3)n2)c1 | 1.4 | -8 | 3.8 | -9 | -3 | -6 | -36 | 3 | 1.1
CCN(CC(=O)Nc1ccc(NC(C)=O)cc1)C(=O)/C=C/c1cccs1 | 1 | -4 | -0.4 | -7 | -3 | -5 | 0 | 0 | 1.1
COc1ccc(NC(=O)CSCc2ccccc2C)cc1 | 1.1 | -5 | 1.7 | -1 | -1 | -3 | -6 | 1 | 1
CCOc1ccc(CCNC(=O)C2=C(C)C(=O)OC23CCCCC3)cc1OCC | 0.91 | -5 | 3.5 | -6 | -4 | 19 | 9 | -3 | 0.81
CCOc1ccccc1NC(=O)CSc1nnc(NC(=O)c2ccco2)s1 | 1 | -7 | 0.3 | 3 | -2 | -24 | -1 | -3 | 1.2
CC(Sc1nnc(NCc2ccccc2)s1)C(=O)Nc1ccc2c(c1)C(=O)c1ccccc1C2=O (centres undefined) | 0.82 | -6 | 11 | 22 | 1 | 15 | 18 | 0 | 0.85
CCOc1ccc(NC(=O)CCC(=O)c2ccc(F)cc2)cc1 | 0.96 | -3 | 0.2 | 1 | -1 | -13 | 4 | -1 | 1.1
CC1CCC2(CC1)NC(=O)N(CC(=O)c1ccc(CNC(=O)C(C)(C)C)s1)C2=O (centres undefined) | 0.86 | -1 | -0.7 | -13 | 7 | 4 | 14 | -4 | 0.96
C[C@H]1COC(=O)[C@H](Cc2ccc(F)cc2)C/C=C\C[C@H](CC(=O)N(CCO)Cc2ccccc2)C(=O)N1 | 1.1 | -5 | 2.0 | -5 | -1 | -1 | -5 | -2 | 1
COc1cc(C2C3=C(CC(C)(C)CC3=O)NC3=C2C(=O)c2ccccc23)ccc1O (centres undefined) | 0.97 | -5 | 2.0 | 2 | -6 | 5 | 3 | 1 | 0.95
Cc1ccc(NC(=O)C2C3CCCC2C3c2ccccc2)c(C)c1 (centres undefined) | 1.1 | -5 | 2.3 | 8 | 12 | 0 | -8 | -3 | 1
Cc1ccc(N=C2NC(=O)CC(C(=O)Nc3ccc4c(c3)OCO4)S2)cc1 (centres undefined) | 1 | 0 | 0.6 | -6 | 3 | -22 | -1 | -2 | 1.2
Cc1nn(-c2ccc(F)cc2)c2sc(C(=O)O)cc12 | 0.98 | -10 | 2.0 | -5 | -5 | 16 | 2 | -2 | 0.84
CCc1ccc(N(CC(=O)NC(C)(C)C)C(=O)CCC(=O)Nc2ccccn2)cc1 | 1.1 | -8 | -0.9 | -2 | -5 | 4 | -6 | -2 | 0.96
COc1ccc(C)cc1NC(=O)CNC(=O)[C@@H]1Cc2ccccc2CN1 | 1.1 | 10 | -0.3 | 0 | 4 | -32 | -6 | -1 | 1.3
O=C(CSc1nnc2c(n1)[nH]c1ccccc12)Nc1nncs1 | 0.83 | -6 | -1.4 | 1 | 2 | 0 | 17 | -2 | 1
Cc1ccccc1OCC(=O)Nc1sc2c(c1C#N)CCC2 | 0.93 | -1 | 2.8 | -7 | 1 | 5 | 7 | -2 | 0.95
CN(/N=C/c1ccco1)C1=NS(=O)(=O)c2ccccc21 | 0.96 | -5 | 0.4 | 1 | -2 | -1 | 4 | 2 | 1
Cc1nc(NC(=O)C2CC2)sc1C(=O)Nc1ccccc1 | 1 | -2 | 1.5 | -5 | -2 | 15 | -1 | -4 | 0.85
COc1ccccc1N1CCN(C(=O)C2Cc3ccccc3CN2C(=O)c2ccco2)CC1 (centres undefined) | 0.91 | -7 | 1.5 | 5 | -1 | 9 | 9 | -1 | 0.91
